SENP6 block: blocks the human protease SENP6; Recombinant SENP6 catalytic domain, aminoluciferin luminescence; inhibition, % at 10 µM; 330,000 tested, 1.8% active;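 active means inhibition above about 50% at the single tested dose, limit read from the data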;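 further: plate controls were DMSO wells with enzyme for no effect and DMSO wells lacking enzyme for full effect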
SENP8 block-1: inhibitors of human SENP8 protease | Q96LD8 | purified SENP8, Z-RLRGG-aminoluciferin cleavage, luminescence | inhibition, % at 10 µM | 330,000 tested, 1.2% active | AID 2540; in the data active means inhibition above about 50%
PfGluPho inh: PfG6PD (Plasmodium falciparum) enzyme inhibition. 350,000 tested, 0.78% active. PfGluPho enzyme, NADPH resazurin-diaphorase fluorescence. inhibition, % at 20 µM;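 active means inhibition reaching at least a set limit at 20 µM in the primary screen, cut at about 59% in these data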;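 further: 0% = DMSO wells with substrate and 100% = DMSO wells lacking glucose-6-phosphate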
SENP8 block-2: blocks human SENP8 cleavage of Nedd8 substrate. inhibition, % at 20 µM. Q96LD8. recombinant SENP8, Nedd8 substrate fluorescence. AID 602440. 360,000 tested, 0.64% active; in the data active means inhibition mostly above about 40%, no sharp cut-off; inactive means mostly below about 27%
SENP1 inh: blocks the human SENP1 SUMO protease catalytic domain; Q9P0U3; recombinant SENP1 catalytic domain, CyPet-SUMO1-YPet FRET cleavage; inhibition, % at 10 µM; 360,000 tested, 0.21% active; AID 624204;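 active means inhibition at least 30% at 10 µM, raw YFP signal under a set limit, fluorescence ratio 0.5 to 1.5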;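 further: 0% = enzyme with DMSO and 100% = no enzyme wells; some results filed as inactive read as strong as hits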
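Assay system – human recombinant His6-tagged SENP1 catalytic domain enzyme · Input – SENP1 enzyme, 20 pM final · Buffer or medium – Tris pH 8 buffer plus EDTA, NaCl, BME, BSA, NP40, catalase · Schedule – 50 min reaction at room temperature · Technique – FRET read of cyan and yellow fluorescence · Control set – no-enzyme wells low, DMSO-plus-enzyme wells high control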
SENP7 inh: SENP7 protease inhibition; recombinant SENP7, Z-RLRGG-aminoluciferin luminescence, 40 min; 330,000 tested, 1.5% active; AID 434973; inhibition, % at 5 µM;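 active means inhibition above about 50% at the single test dose, limit read from the data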;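 further: plate controls were DMSO with enzyme for no effect and no enzyme buffer wells for full effect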
Apaf1 inhib: human Apaf-1 inhibition; AID 489030; inhibition, % at 20 µM; reconstituted apoptosome caspase-3 activity, DEVD-Rh110 fluorescence; O14727; 330,000 tested, 0.71% active; active means inhibition of at least 40% at 20 µM;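 further: plate controls were DMSO wells for no effect and DEVD-CHO caspase inhibitor wells for full effect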
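Medium: Hepes buffer, pH 7.5 / System: biochemical Apaf-1 apoptosome reconstitution / Measured by: Rh110 fluorescence, excitation 480 nm, emission 540 nm / Times: compound with Apaf-1, dATP, procaspase-3 30 min, then 50 min reaction, room temperature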
HKDC1 inh: HKDC1 (human) hexokinase inhibition. AID 493160. 340,000 tested, 0.16% active. inhibition, % at 20 µM. recombinant HKDC1, G6PDH/diaphorase resazurin coupled fluorescence;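 active means inhibition above about 35% when tested at 20 µM, limit read from the data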;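 further: plate controls were DMSO wells with enzyme for no effect and DMSO wells lacking enzyme for full effect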
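Assay system: in-house recombinant HK5 (HKDC1) enzyme. Input: HKDC1 at 5 µg/mL. Medium: Tris pH 8.0 buffer with MgCl2, Tween-20, BSA, BME. Dosing: single 20 µM dose. Schedule: 90 min reaction incubation at room temperature, dark. Signal: resazurin-to-resorufin fluorescence via G6PDH and diaphorase coupling, 525/613 nm. Controls: DMSO-enzyme wells negative, buffer-substituted wells positive.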
An asterisk follows results filed as active; . = no result given. Rows are unselected; 3.6% or so of the library scored in one or more.

SMILES	SENP6 block	SENP8 block-1	PfGluPho inh	SENP8 block-2	SENP1 inh	SENP7 inh	Apaf1 inhib	HKDC1 inh
O=C(O)CCCn1cc(NC(=O)COc2cc(F)ccc2[N+](=O)[O-])cn1	-21	2	-15	13	0	-6	1	-7
CC1(c2ccccc2)NC(=O)N(CC(=O)NC(=O)NCc2ccco2)C1=O (stereo not drawn)	7	3	13	10	0	1	2	-8
Cc1sc2ncnc(NCCN3CCOCC3)c2c1C	3	-10	5	11	-3	-4	-12	-6
CC(NC(=O)c1ccc2c(=O)n3c(nc2c1)CCCCC3)c1ccccc1 (stereo not drawn)	-4	-8	8	2	1	11	-6	-1
O=C(Nc1ccccc1)OCCN1CCOCC1	.	.	5	2	2	.	.	-6
Cc1ccc(S(=O)(=O)N2CCN(c3ccccc3)CC2)cc1C(=O)NC1CCCCC1	-7	-2	5	9	2	-6	-3	3
Cc1cc(C)c2nc(NNC(=O)c3ccc(S(=O)(=O)N4CCCC(C)C4)cc3)sc2c1 (stereo not drawn)	-10	-14	-9	-11	26	14	10	-22
O=C(Nc1ccccc1)c1oc2ccccc2c1NC(=O)C1CC1	-10	3	26	-26	2	2	5	-4
C/C(=N\NC(=O)C1(C)CC1(Br)Br)c1ccc(C)cc1C (stereo not drawn)	-19	6	8	3	3	0	10	-13
CC(C)C[C@@H](CSc1ccc(Br)cc1)N1CCN(CCc2ccccc2)CCC1=O	-14	7	-2	-11	2	-3	23	3
CC1CCN(C(=O)Cn2c(SCC(=O)Nc3nccs3)nc3ccccc32)CC1	-4	2	24	6	2	4	-16	-7
Cc1cc(C)nc(N2CCC(C(=O)NCCc3ccccc3)CC2)n1	-18	-4	-11	-19	-23	-8	-3	-4
N#Cc1c(NC(=O)C2CC(c3ccccc3Cl)=NO2)sc2c1CCC2 (stereo not drawn)	-3	-10	-13	11	-2	15	0	-7
O=C(OCC(=O)N1CCCCC1)c1ccc2c(c1)C(=O)N(Cc1ccco1)C2=O	18	3	-8	7	0	7	-14	-8
Cc1cccc(C(OC(=O)c2ccco2)C(=O)NCc2ccccc2)n1 (stereo not drawn)	0	3	0	11	3	11	-19	-5

Pulled one by one from the entries so far:
SMILES	SENP6 block	SENP8 block-1	PfGluPho inh	SENP8 block-2	SENP1 inh	SENP7 inh	Apaf1 inhib	HKDC1 inh
Cc1ccc(S(=O)(=O)N2CCN(c3ccccc3)CC2)cc1C(=O)NC1CCCCC1	-7	-2	5	9	2	-6	-3	3
O=C(Nc1ccccc1)OCCN1CCOCC1	.	.	5	2	2	.	.	-6
Cc1cc(C)c2nc(NNC(=O)c3ccc(S(=O)(=O)N4CCCC(C)C4)cc3)sc2c1 (stereo not drawn)	-10	-14	-9	-11	26	14	10	-22
O=C(OCC(=O)N1CCCCC1)c1ccc2c(c1)C(=O)N(Cc1ccco1)C2=O	18	3	-8	7	0	7	-14	-8
Cc1cc(C)nc(N2CCC(C(=O)NCCc3ccccc3)CC2)n1	-18	-4	-11	-19	-23	-8	-3	-4

(listing goes on)
SMILES	SENP6 block	SENP8 block-1	PfGluPho inh	SENP8 block-2	SENP1 inh	SENP7 inh	Apaf1 inhib	HKDC1 inh
COc1cc([N+](=O)[O-])cc(/C=N/NC(=O)C(O)(c2ccccc2)c2ccccc2)c1O	-8	-1	-35	50*	-7	-5	-4	-8
CC(=O)c1cccc(NS(=O)(=O)c2ccc3c(c2)oc(=O)n3C)c1	6	5	-26	14	2	-3	3	3
CC1CCC(N(C(=O)c2csnn2)C(C(=O)NC(C)(C)C)c2cccnc2)CC1 (stereo not drawn)	-18	-7	-5	-4	-1	-4	-8	-7
Cn1ncc([N+](=O)[O-])c1C(=O)Nc1ccc2c(c1)OCCO2	2	-13	10	20	3	12	1	-5
CCOc1ccc(NC(=O)c2cc3n(n2)C(C(F)(F)F)CC(c2ccco2)N3)cc1 (stereo not drawn)	11	2	1	2	18	-4	0	-6
CCN1C(=O)c2cccc3c(NC(=O)c4ccccc4)ccc1c23	5	-3	-6	-31	22	5	2	8
CCn1c(SCC(=O)N2CCC(C)CC2)nc2c(c1=O)SC(C)C2 (stereo not drawn)	-7	-7	9	4	-1	5	-4	3
O=C(NNC(=O)C12CC3CC(CC(C3)C1)C2)[C@@H]1C[C@H]1c1ccccc1	-38	-13	-5	4	1	1	11	-8
COc1ccc2cc(CN(CC3CCCO3)C(=O)Nc3ccccc3)c(=O)[nH]c2c1 (stereo not drawn)	3	6	11	-22	0	-2	-10	2
CC(=O)N1CCCN(Cc2cn(-c3cc(C)ccc3C)nc2-c2ccccc2)CC1	2	-5	8	11	-3	5	-21	-2
COC(=O)c1cn(NC(=O)c2ccc([N+](=O)[O-])c(C)c2)c(=O)c2ccccc12	28	1	-4	29	4	2	-11	6
O=C(c1ccco1)N1CCN(CCOc2ccccc2)CC1	1	3	-4	3	-1	-3	-5	-1
O=C(c1ccc(OC2CCN(Cc3ccccc3OC(F)F)CC2)cc1)N1CCCC1	-8	6	-14	8	-3	4	12	0
CC(C)[C@H](NC(=O)C1CCN(S(=O)(=O)c2ccccc2)CC1)C(=O)NCc1ccncc1	3	2	2	4	2	6	-6	-2
Cc1nc2cc(NC(=O)Nc3cccc(F)c3)ccc2n1C	0	91*	8	-1	0	96*	-10	0
C=CCSc1nc(N)c(C#N)c(-c2ccccc2)c1C#N	-8	3	14	-49	-15	4	0	-3
CC1(C)CC(=O)c2sc(NS(=O)(=O)c3ccc(Cl)cc3)nc2C1	-11	5	-8	-14	-1	1	0	1
C=CCn1c(C(O)c2ccccc2)nc2ccccc21 (stereo not drawn)	-14	-4	-9	6	0	-9	-7	-7
COc1cccc(N2C(=O)Nc3ccc(Br)cc3C2(O)C(=O)NCCN(C)C)c1 (stereo not drawn)	-12	-13	-15	10	1	-12	4	-3
CC(C)(O)C#Cc1ccc(C(=O)NC(CCCNC(N)=O)C(=O)O)s1 (stereo not drawn)	-10	-4	11	6	0	-2	-8	-12
Cc1cccc(C)c1NC(=S)N(C)CCc1ccccn1	-7	-1	2	6	2	2	-5	-14
COc1ccc(-c2ccc(NS(=O)(=O)c3ccc([N+](=O)[O-])cc3)cc2)nn1	-18	-14	-36	13	-1	-15	9	-3
CCOc1ccc(OCCC(=O)OCC(=O)Nc2ccc3c(c2)OCCO3)cc1	2	-2	4	15	2	-4	2	-2
COc1ccc(-c2cc(C)no2)cc1S(=O)(=O)N(C)Cc1ccco1	-8	-2	-20	2	1	-5	-10	-4
CC1CCCC(NC(=O)COC(=O)Cc2ccc(Br)cc2)C1C (stereo not drawn)	-23	-8	5	3	4	-5	18	13
Cc1cc(C)n(/C(=C/N(C)C)C(=O)c2ccccc2)n1	-16	-9	-14	13	-2	-3	-2	-2
O=C(O)/C=C\C(=O)Nc1cc(O)ccc1[N+](=O)[O-]	3	-1	-8	31	-11	1	-7	1
Cc1cc(NC(=O)c2ccc(S(=O)(=O)N(C)C)cc2)n(-c2ccccn2)n1	1	-8	6	3	1	-3	-17	-1
O=C(Nc1cc2c3c(c1)CC(=O)N3CCC2)c1ccccc1Br	-17	-8	8	3	-2	-6	2	-5
O=C(Nc1ccc(Cl)cc1)N(C1=NCCC1)c1ccc(OC(F)F)cc1	-9	-5	11	10	1	-1	-23	-1

Single records, from the list above. Order of values: SENP6 block, SENP8 block-1, PfGluPho inh, SENP8 block-2, SENP1 inh, SENP7 inh, Apaf1 inhib, HKDC1 inh
CC1(C)CC(=O)c2sc(NS(=O)(=O)c3ccc(Cl)cc3)nc2C1 across the screens: -11, 5, -8, -14, -1, 1, 0, 1
COc1ccc(-c2ccc(NS(=O)(=O)c3ccc([N+](=O)[O-])cc3)cc2)nn1 across the screens: -18, -14, -36, 13, -1, -15, 9, -3
O=C(O)/C=C\C(=O)Nc1cc(O)ccc1[N+](=O)[O-] across the screens: 3, -1, -8, 31, -11, 1, -7, 1

Returning to the listing with the 3 entries that preceded the break.
SMILES	SENP6 block	SENP8 block-1	PfGluPho inh	SENP8 block-2	SENP1 inh	SENP7 inh	Apaf1 inhib	HKDC1 inh
Cc1cc(NC(=O)c2ccc(S(=O)(=O)N(C)C)cc2)n(-c2ccccn2)n1	1	-8	6	3	1	-3	-17	-1
O=C(Nc1cc2c3c(c1)CC(=O)N3CCC2)c1ccccc1Br	-17	-8	8	3	-2	-6	2	-5
O=C(Nc1ccc(Cl)cc1)N(C1=NCCC1)c1ccc(OC(F)F)cc1	-9	-5	11	10	1	-1	-23	-1
COc1ccc(C=C2SC(=S)NC2=O)c(OC)c1OC	.	.	-18	21	1	.	.	6
O=C(c1n[nH]c(=O)c2ccccc12)N1CCN(C2c3ccccc3-c3ccccc32)CC1	-8	0	14	9	-1	6	20	7
CN(CCC1CCOCC1)C(=O)CC1C(=O)NCCN1CC1CCCCC1 (stereo not drawn)	-17	-3	10	-164	-17	-5	8	-8
CSc1nnc(N2C(=O)C(O)=C(C(=O)c3ccco3)C2c2ccc(F)cc2)s1 (stereo not drawn)	.	.	18	-55	1	.	.	1
CCOc1cc(S(=O)(=O)NCc2cccs2)ccc1Cl	-17	-4	6	16	2	7	17	-2
Cc1csc(NC(=O)C2CCCCC2)n1	-8	0	3	6	2	2	-8	-3
